GlmU inhibition – inhibition of mycobacterial GlmU enzyme – biochemical, glucosamine-1-phosphate acetyltransferase (AID 1376) | M. tuberculosis GlmU acetyltransferase enzyme assay; higher % means a stronger effect | inhibition, %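 (tested at 30 µM in the primary screen)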, or IC50 in µM where a hit was titrated | 220,000 tested, 0.25% active; in the data active means inhibition above about 13%; inconclusive means no clear call, values can overlap the other calls;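 further: 0% = complete reaction with vehicle and 100% = reaction without substrate; strong numbers were not always called active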
Mtb RmlCD inh – M. tuberculosis RmlC/RmlD inhibition. inhibition, % at 3.6 µM. 160,000 tested, 0.03% active. RmlC+RmlD coupled enzyme assay, percent inhibition; primary screen in compound mixtures. AID 1533; in the data active means inhibition mostly above about 34%, no sharp cut-off; inconclusive means no clear call, values can overlap the other calls; inactive means mostly below about 22%; further: some results filed as inactive read as strong as hits
Target sequence (P9WH09 whole entry, looked up): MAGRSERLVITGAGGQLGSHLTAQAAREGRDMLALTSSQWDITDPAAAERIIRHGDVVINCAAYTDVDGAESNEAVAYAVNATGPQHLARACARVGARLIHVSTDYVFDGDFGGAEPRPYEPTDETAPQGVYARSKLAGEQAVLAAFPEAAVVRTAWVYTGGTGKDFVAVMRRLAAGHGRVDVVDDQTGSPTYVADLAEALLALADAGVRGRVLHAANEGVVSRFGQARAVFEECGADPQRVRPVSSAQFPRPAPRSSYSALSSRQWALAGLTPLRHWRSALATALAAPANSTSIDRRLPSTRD
Target sequence (P9WH11 whole entry, looked up): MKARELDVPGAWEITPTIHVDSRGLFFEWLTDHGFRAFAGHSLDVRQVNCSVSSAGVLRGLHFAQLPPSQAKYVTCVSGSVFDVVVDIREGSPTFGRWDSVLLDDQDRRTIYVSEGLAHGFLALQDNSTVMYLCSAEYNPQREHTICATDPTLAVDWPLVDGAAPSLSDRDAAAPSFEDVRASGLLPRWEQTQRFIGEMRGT
Numbers without * were called inactive. An excerpt. The share of hits here may be higher or lower than overall.

For O=C(c1ccco1)N1CCN(C(=O)C2CCCN(S(=O)(=O)c3cccc4nsnc34)C2)CC1 (configuration not stated) the results were GlmU inhibition 6.6% and Mtb RmlCD inh -7.
For Cc1cc(C)n(S(=O)(=O)c2cc(C(=O)O)c(Cl)cc2Cl)n1 the results were GlmU inhibition -1.1%.
Screening O=C(N/C(=C/C=C/c1ccccc1)C(=O)N1CCOCC1)c1ccccc1Cl returned GlmU inhibition 0.0% and Mtb RmlCD inh 0.
Screening Cc1ccc(C(C)C)c(OCC(O)CN2CCOCC2)c1 (configuration not stated) returned GlmU inhibition 9.4% and Mtb RmlCD inh 2.
For CCOC(=O)C1(CC2CC2)CCN(S(=O)(=O)/C=C/c2ccccc2)CC1 the results were GlmU inhibition -0.1% and Mtb RmlCD inh 4.
For Cc1ccc(-c2nc3cnccn3c2Nc2ccc3c(c2)OCO3)o1 the results were GlmU inhibition 0.4% and Mtb RmlCD inh 7.
Cc1cc2oc(=O)cc(Cn3ncc(Cl)c(Cl)c3=O)c2cc1Cl was read as GlmU inhibition -1.8%.
Screening C=CCNC(=O)NS(=O)(=O)c1ccc(C)cc1 returned GlmU inhibition 1.3%.
CCOC(=O)N1CCN(C(=O)CSCC(=O)Nc2nc(-c3ccccc3)cs2)CC1 was read as GlmU inhibition 9.7%.
`CN(C)c1ccc(C(=O)OCC(=O)c2cccs2)cc1` gave GlmU inhibition -3.6%.
Screening Cc1ccc(C)n1NC(=O)c1ccc(O)cc1 returned GlmU inhibition 1.4% and Mtb RmlCD inh -5.
For O=C(CSc1ccccc1)Nc1ccc(N2CCN(c3ccccc3)CC2)c(F)c1 the results were GlmU inhibition -10% and Mtb RmlCD inh 2.
`CSCC[C@H](NC(=O)CCn1nnc2ccccc2c1=O)C(=O)O` gave GlmU inhibition 0.0% and Mtb RmlCD inh -9.
O=C(NCc1cccnc1)C1CCN(C(=O)c2ccc(Cl)cc2Cl)CC1 was read as GlmU inhibition 1.8%.
For Cc1ccccc1N1CCN(C(=O)C2CCCCC2)CC1 the results were GlmU inhibition -3.1% and Mtb RmlCD inh -8.
Cc1cc(=O)oc2c1ccc1oc(/C(=N/O)c3ccccc3)c(C)c12 was read as GlmU inhibition -2.3% and Mtb RmlCD inh 10.
`CCCCN(C(=O)COc1ccc(NC(C)=O)cc1)C1CCS(=O)(=O)C1` (configuration not stated) gave GlmU inhibition 6.1% and Mtb RmlCD inh -10.
For O=C(O)c1cccnc1SCC(=O)C12CC3CC(CC(C3)C1)C2 the results were GlmU inhibition 2.2% and Mtb RmlCD inh 1.
Screening Cc1n[nH]c(C)c1CCCCOc1ccccc1 returned GlmU inhibition -4.7% and Mtb RmlCD inh -2.
CCCCCCOc1ccc(N2C(=O)CC(SC(=NCC)NCC)C2=O)cc1 (configuration not stated) was read as GlmU inhibition 2.5% and Mtb RmlCD inh 12.
`COc1ccc(C)cc1NC(=O)c1nn(C)cc1Br` gave GlmU inhibition -2.9% and Mtb RmlCD inh -7.
For Cc1cccc(-c2noc(CCC(=O)NCC3CCCO3)n2)c1 (configuration not stated) the results were GlmU inhibition 1.0%.
`CC1CCCC(C)N1C(=O)CSc1nnc(COc2cccc3cccnc23)o1` (configuration not stated) gave GlmU inhibition 5.3% and Mtb RmlCD inh -1.
`NCCc1nnc(SCc2ccccc2F)o1` gave GlmU inhibition 2.5% and Mtb RmlCD inh 13.
`Cc1ccccc1NC(=O)Cc1ccccc1` gave GlmU inhibition 4.8% and Mtb RmlCD inh 4.
`CC(C)(C)NC(=O)CSc1ncnc2c1nnn2Cc1ccccc1Cl` gave GlmU inhibition -5.2%.
For O=C(CSc1nc2cc3ccccc3cc2[nH]1)Nc1ccc(F)cc1 the results were GlmU inhibition 1.4% and Mtb RmlCD inh -14.
Screening COC(=O)c1c(S(N)(=O)=O)c2ccccc2n1C returned GlmU inhibition -5.5% and Mtb RmlCD inh -3.
CC(C)(C)NC(=O)CN(C(=O)c1csnn1)c1cccc2c1CCCC2 was read as GlmU inhibition -2.1% and Mtb RmlCD inh -12.
CCOc1nc(N2CCOCC2)nc(N2CCOCC2)n1 was read as GlmU inhibition 0.2% and Mtb RmlCD inh -10.
`CCN(CC)CCNc1nc2cc(OC)c(OC)cc2c2nc(-c3ccccc3)nn12` gave GlmU inhibition -11%.
Screening CCOC(=O)C1CCCN(c2c(NCCN(CC)c3ccccc3)c(=O)c2=O)C1 (configuration not stated) returned GlmU inhibition -0.7% and Mtb RmlCD inh 6.
For Cc1ccc(Nc2ncccc2C(=O)O)cc1C the results were GlmU inhibition -2.7%.
For CN(c1ccccc1C(=O)NCC1CCCO1)S(C)(=O)=O (configuration not stated) the results were GlmU inhibition -3.7% and Mtb RmlCD inh 9.
COc1ccc(NC(=O)Cn2nnc(-c3ccccc3NC(=O)c3ccco3)n2)cc1 was read as GlmU inhibition -2.5%.
Screening Cc1cccc(NC(=S)Nc2ccc(N3CCOCC3)cc2)c1C returned GlmU inhibition -1.0% and Mtb RmlCD inh 0.
Screening O=C(NCN1C(=O)C2C3C=CC(C3)C2C1=O)Nc1ccccn1 (configuration not stated) returned GlmU inhibition 0.6% and Mtb RmlCD inh 5.
For Clc1ccc2c(c1)C(C1=NCCN1)c1ccccc1CS2 (configuration not stated) the results were GlmU inhibition -7.1% and Mtb RmlCD inh 7.
`COc1ccccc1[C@@H]1C(c2cccc(Cl)c2)=NN(c2ccc(Br)cc2)[C@H]1C(=O)N1CCOC1=O` gave GlmU inhibition 1.2%.
`Cc1ccc(NC(=O)CSc2ncc3ccccn23)cc1C` gave GlmU inhibition 1.5% and Mtb RmlCD inh -12.
`Cc1c(NS(=O)(=O)c2ccc(N3CCN(C)CC3)c([N+](=O)[O-])c2)c(=O)n(-c2ccccc2)n1C` gave GlmU inhibition -0.1% and Mtb RmlCD inh -11.
Screening CCOC(=O)c1ccccc1NS(=O)(=O)c1ccccc1 returned GlmU inhibition -3.0%.
For CCOC(=O)c1cccnc1SCC(=O)NCc1ccccc1 the results were GlmU inhibition 0.8%.
COC(=O)CC1C(=O)NCCN1C(=O)Nc1cccc(Cl)c1 (configuration not stated) was read as GlmU inhibition -0.8% and Mtb RmlCD inh -10.
Cn1c(=O)n(Cc2ccc(Cl)cc2)c(=O)c2c1nc1n2CCN1Cc1ccco1 was read as GlmU inhibition -1.9%.
`Cc1ccccc1CN(CC1CCC(C(=O)O)CC1)C(=S)Nc1ccccc1F` (configuration not stated) gave GlmU inhibition 3.5%.
For CCN1CCN(C(=O)C2CCN(Cc3cc(Cl)ccc3O)CC2)CC1 the results were GlmU inhibition -5.6% and Mtb RmlCD inh -2.
FC(F)(F)C1=CC(c2ccccc2)=NCCN1 was read as GlmU inhibition -3.7% and Mtb RmlCD inh -7.
Screening Cc1cccc(C)c1NC(=S)N1CCCN(C)CC1 returned GlmU inhibition -4.0%.
Screening CCS(=O)(=O)c1ccc2oc(SCC(=O)N3c4ccccc4CC3C)nc2c1 (configuration not stated) returned GlmU inhibition 0.1% and Mtb RmlCD inh -7.
Screening O=C(Nn1cnnc1)C1CCCN1S(=O)(=O)c1ccc(F)cc1 (configuration not stated) returned GlmU inhibition -2.3%.
Screening CC(C)(C)NS(=O)(=O)c1cccc(S(=O)(=O)c2cccc(S(=O)(=O)NC(C)(C)C)c2)c1 returned Mtb RmlCD inh -2.
`CC1CCCCN1Cc1nc2ccccc2c(=O)[nH]1` (configuration not stated) gave GlmU inhibition -0.1% and Mtb RmlCD inh -12.
For Cc1ccc(NC(=O)COC(=O)CCc2c[nH]c(=O)[nH]2)cc1 the results were GlmU inhibition -3.3% and Mtb RmlCD inh 9.
`CCNC(=S)N1CCN(c2ncccn2)CC1` gave GlmU inhibition -9.8% and Mtb RmlCD inh 11.
Screening Cc1cc(C(=O)Nc2sc3c(c2C#N)CCC(C(C)(C)C)C3)no1 (configuration not stated) returned GlmU inhibition 2.2%.
Screening O=C(c1cc(-c2cccs2)on1)N1CCN(c2ccccc2)CC1 returned Mtb RmlCD inh -2.
CC(C)c1ccccc1NC(=S)NC1CCCCC1 was read as GlmU inhibition -4.7%.
Screening CC(C)N(CC(N)=O)C(=O)Cc1coc2cc3c(cc12)CCC3 returned GlmU inhibition 0.3% and Mtb RmlCD inh 15.
For COC(=O)c1cn(-c2ccccc2)c(C)c1C(=O)OC the results were GlmU inhibition 0.8% and Mtb RmlCD inh 5.

Molecules listed so far containing a thiophene ring, fused or not (three):
`CN(C)c1ccc(C(=O)OCC(=O)c2cccs2)cc1` gave GlmU inhibition -3.6%.
Screening Cc1cc(C(=O)Nc2sc3c(c2C#N)CCC(C(C)(C)C)C3)no1 (configuration not stated) returned GlmU inhibition 2.2%.
Screening O=C(c1cc(-c2cccs2)on1)N1CCN(c2ccccc2)CC1 returned Mtb RmlCD inh -2.

Retrieved by structure from the list above (2):
For CCN1CCN(C(=O)C2CCN(Cc3cc(Cl)ccc3O)CC2)CC1 the results were GlmU inhibition -5.6% and Mtb RmlCD inh -2.
For COC(=O)c1cn(-c2ccccc2)c(C)c1C(=O)OC the results were GlmU inhibition 0.8% and Mtb RmlCD inh 5.

The list continues.
Screening C#CCNC(=O)C1=C[C@@H](c2ccccc2)C[C@@H](OCCCCO)O1 returned GlmU inhibition -1.0%.
COC(=O)/C(=N/Nc1ccccc1C)Sc1nnc(C(O)c2ccccc2)n1-c1ccccc1 (configuration not stated) was read as GlmU inhibition -1.4%.
Screening CCn1c(Cc2ccccc2)nnc1SCC(=O)Nc1nccs1 returned GlmU inhibition -1.7% and Mtb RmlCD inh 28.
`Cc1c(C(=O)Oc2ccc(Cl)cc2)n(C)oc1=O` gave GlmU inhibition -0.2% and Mtb RmlCD inh 5.
`CC1CCc2nc3ccccc3c(C(=O)OCC(=O)N3CCc4ccccc43)c2C1` (configuration not stated) gave GlmU inhibition -3.8% and Mtb RmlCD inh 7.
For COc1c(Cl)cc(C(=O)Nc2ccc(Cl)cn2)cc1Cl the results were GlmU inhibition -4.1% and Mtb RmlCD inh -7.
`O=C(CCN1CCN(CC(=O)Nc2ccccc2F)CC1)Nc1ccccc1F` gave GlmU inhibition 0.5% and Mtb RmlCD inh 8.
CCOc1ccc(NC2=C(Cl)C(=O)N(C3CCCCC3)C2=O)cc1 was read as GlmU inhibition 8.3% and Mtb RmlCD inh 6.
`Cc1cc(OC2CCCCC2)nc(-c2ccccc2O)n1` gave GlmU inhibition 3.2%.
Screening Cc1nn(CC(=O)NCc2ccccn2)c(C)c1[N+](=O)[O-] returned GlmU inhibition -3.8%.
Cc1ccc(OCCCSc2ncccn2)cc1C was read as GlmU inhibition -3.7% and Mtb RmlCD inh 6.
Screening O=C(CN1CCN(c2ccc(F)cc2)CC1)Nc1cccnc1Cl returned GlmU inhibition -3.0% and Mtb RmlCD inh inconclusive.
`Cc1ccc(-n2ncc(-c3nnc(SCC(=O)NC4CCCC4)o3)c2N)cc1C` gave Mtb RmlCD inh -14.
For Cc1ccc2occ(CN3CCN(Cc4ccccc4)CC3)c(=O)c2c1 the results were Mtb RmlCD inh 8.
CC(=O)Nc1c(S(=O)(=O)c2ccccc2)c2nc3ccccc3nc2n1Cc1ccccc1 was read as GlmU inhibition 4.4% and Mtb RmlCD inh 7.
`Cc1nc2c(C(=O)NCc3ccccc3Cl)c[nH]n2c(=O)c1Cl` gave GlmU inhibition 1.7%.
`COc1ccc(C(c2nnnn2Cc2cccs2)N2CCN(c3ccccc3F)CC2)cc1` (configuration not stated) gave GlmU inhibition -0.6% and Mtb RmlCD inh -8.
For C1=CC2CC1CC2CN1CCN(Cc2ccccc2)CC1 (configuration not stated) the results were GlmU inhibition -1.6%.
`CC(C)c1ccc2occ(-c3nn[nH]n3)c(=O)c2c1` gave GlmU inhibition -4.1% and Mtb RmlCD inh -1.
CCN(CC(=O)NC1CCCCC1)S(=O)(=O)c1ccc(Cl)cc1 was read as GlmU inhibition 1.3% and Mtb RmlCD inh 4.
CCCCN1C(=O)/C(=C/C=C2\N(C)c3ccccc3C2(C)C)SC1=S was read as GlmU inhibition -3.7% and Mtb RmlCD inh -7.
For Cc1ccc(CNc2nc3ccccc3n3cnnc23)cc1 the results were GlmU inhibition 2.8%.
Screening CCOC(=O)/C(C#N)=C/c1cc2cc(C)c(C)cc2nc1Cl returned GlmU inhibition 6.9%.
`N/C(=N\OC(=O)Cc1ccccc1[N+](=O)[O-])c1ccccn1` gave GlmU inhibition -7.0% and Mtb RmlCD inh -10.

Entries shown so far that have a furan ring, fused or not (6):
For O=C(c1ccco1)N1CCN(C(=O)C2CCCN(S(=O)(=O)c3cccc4nsnc34)C2)CC1 (configuration not stated) the results were GlmU inhibition 6.6% and Mtb RmlCD inh -7.
For Cc1ccc(-c2nc3cnccn3c2Nc2ccc3c(c2)OCO3)o1 the results were GlmU inhibition 0.4% and Mtb RmlCD inh 7.
Cc1cc(=O)oc2c1ccc1oc(/C(=N/O)c3ccccc3)c(C)c12 was read as GlmU inhibition -2.3% and Mtb RmlCD inh 10.
COc1ccc(NC(=O)Cn2nnc(-c3ccccc3NC(=O)c3ccco3)n2)cc1 was read as GlmU inhibition -2.5%.
Cn1c(=O)n(Cc2ccc(Cl)cc2)c(=O)c2c1nc1n2CCN1Cc1ccco1 was read as GlmU inhibition -1.9%.
Screening CC(C)N(CC(N)=O)C(=O)Cc1coc2cc3c(cc12)CCC3 returned GlmU inhibition 0.3% and Mtb RmlCD inh 15.
